Screening results as filed in PubChem BioAssay.
MsrA act = bovine MsrA enzyme activators, primary screen, biochemical, absorbance, HTS | 360,000 compounds, 0.3% hits | activation, % at 10.6 µM | Methionine sulfoxide reductase A (Bos taurus) | purified bovine MsrA, absorbance read-out; in the data active = activation above about 7.5%;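 also: 0% = vehicle and 100% = reference activator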
CendR NRP1 mod = modulators of CendR peptide binding to NRP-1, primary screen, biochemical, fluorescence polarization, uHTS | Neuropilin-1 (Homo sapiens), O14786 | FAM-RPARPAR peptide binding to NRP-1 | inhibition, % at 25 µM | 360,000 compounds, 0.85% hits | AID 602438, 2012;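 active = inhibition or corrected inhibition above about 18%, plus a signal ratio from 0.5 to 1.5, limit read from the data, passing the limit was not always enough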; also: strong numbers were not always called active
FAS TE block = FAS thioesterase domain inhibitors, primary screen, biochemical, fluorescence intensity, uHTS | AID 602261, 2012 | 360,000 compounds, 0.67% hits | Fatty acid synthase (Homo sapiens), P49327 | recombinant FAS-TE, OMFH fluorogenic substrate, fluorescence endpoint | inhibition, % at 15 µM;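 active = compounds whose normalised, plate-corrected inhibition of enzyme fluorescence in the single-dose primary screen is 50% or more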;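 also: 0% = DMSO with enzyme and 100% = substrate without enzyme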
MsrA inhibitor = bovine MsrA enzyme inhibitors, primary screen, biochemical, absorbance, HTS; 360,000 compounds, 0.75% hits; AID 651718, 2012; purified bovine MsrA, absorbance read-out; inhibition, % at 15.5 µM; in the data active = inhibition above about 4.5%;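 also: 0% = vehicle wells with enzyme and 100% = reference inhibitor wells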
MLLE-PAM2 inh = inhibitors of PABP1 MLLE–PAM2 peptide binding, primary screen, biochemical, fluorescence polarization, FITC-PAM2, GST-MLLE | inhibition, % at 20 µM | 360,000 compounds, 0.36% hits; in the data active = inhibition above about 35%, passing the limit was not always enough;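 also: plate controls were DMSO wells with GST-MLLE for no effect and wells lacking GST-MLLE protein for full effect; some results filed as inactive read as strong as hits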
Target sequence (P11940 whole entry, looked up): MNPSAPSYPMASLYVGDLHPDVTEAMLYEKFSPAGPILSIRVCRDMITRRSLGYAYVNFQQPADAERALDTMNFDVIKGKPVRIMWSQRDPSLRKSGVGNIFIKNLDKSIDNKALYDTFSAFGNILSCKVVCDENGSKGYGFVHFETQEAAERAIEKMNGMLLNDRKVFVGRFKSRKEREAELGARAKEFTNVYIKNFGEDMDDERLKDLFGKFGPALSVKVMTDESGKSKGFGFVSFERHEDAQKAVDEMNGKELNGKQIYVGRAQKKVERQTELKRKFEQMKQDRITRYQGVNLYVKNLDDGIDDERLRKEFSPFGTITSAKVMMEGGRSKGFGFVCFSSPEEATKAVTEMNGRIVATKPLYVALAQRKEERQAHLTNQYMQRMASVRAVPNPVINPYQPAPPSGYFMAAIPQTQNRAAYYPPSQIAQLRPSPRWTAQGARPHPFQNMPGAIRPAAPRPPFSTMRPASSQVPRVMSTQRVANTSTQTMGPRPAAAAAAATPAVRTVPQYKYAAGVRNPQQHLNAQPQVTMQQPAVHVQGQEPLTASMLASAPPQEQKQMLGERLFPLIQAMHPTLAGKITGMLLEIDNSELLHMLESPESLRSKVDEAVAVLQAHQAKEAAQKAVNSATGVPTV
TbMetRS inhib = T. brucei MetRS inhibitors, primary screen, biochemical, luminescence | methionyl-tRNA synthetase (Trypanosoma brucei brucei) | purified T. brucei MetRS, ATP depletion, Kinase-Glo luminescence | inhibition, % at 11.9 µM | 360,000 compounds, 0.4% hits;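 active = inhibition above a per-plate cutoff of the control wells' mean inhibition plus 3 SD, cut at about 5.5% in these data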;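 also: 0% = DMSO wells median and 100% = median of wells with control inhibitor compound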
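technique = Kinase-Glo luminescence, ATP depletion format | system = purified MetRS (methionyl-tRNA synthetase) enzyme from Trypanosoma brucei | timing = 15 min preincubation, 2 h reaction, all 25 °C | evaluation = percent inhibition versus plate control medians | dosing = single dose, 11.9 µM final nominal, 0.9% final DMSO | also added = substrates ATP, L-methionine and bulk Escherichia coli tRNA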
E coli Lon inh = inhibitors of E. coli Lon protease, primary screen, biochemical, fluorescence polarization; purified E. coli Lon protease; inhibition, % at 7.94 µM; P0A9M0; 360,000 compounds, 0.42% hits; in the data active = inhibition above about 13%, passing the limit was not always enough;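 also: 0% = enzyme with probe and DMSO and 100% = no enzyme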
SKN-1 block = suppressors of acrylamide-induced Pgst-4::GFP reporter in worms, primary screen, SKN-1 inhibitor project, whole organism, uHTS, GFP/RFP fluorescence ratio, strain VP596. C. elegans VP596 Pgst-4::GFP/RFP ratio, 24 h. inhibition, % at 21.8 µM. 360,000 compounds, 0.49% hits. AID 624304, 2012;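 active = interference check ratio from 0.5 to 1.5 plus GFP to RFP signal ratio inhibition reaching or exceeding a fixed threshold, cut at about 30% in these data, passing the limit was not always enough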; also: some compounds called inactive have numbers as strong as hits
MT1-MMP act inh = blockers of MT1-MMP proenzyme processing, primary screen, HT1080 RFP-PRO-GFP cells, GFP/RFP fluorescence; AID 651647, 2012; Matrix metalloproteinase-14 (Homo sapiens), P50281; GFP/RFP ratio change, % at 20 µM; 360,000 compounds, 0.061% hits; GFP/RFP ratio fluorescence, overnight; percent of plate control window, DMSO zero;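 active = GFP/RFP ratio change of at least 30% with cell ATP level not reduced by more than half and red fluorescence within 50% of control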; also: strong numbers were not always called active
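Assay system: HT1080 RFP-PRO-GFP cells. Benchmarks: DMSO vehicle wells and RFP-L50D-GFP reporter cell wells. Times: overnight cell settling, then overnight compound exposure, 37 °C, 5% CO2. Compound: 20 µM single dose, 1% DMSO. Read-out basis: GFP/RFP fluorescence ratio.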
Active calls of the source: *; / = not tested or not shown. Not a hit list; about 4% have a hit in one of these screens.

SMILES | MsrA act | CendR NRP1 mod | FAS TE block | MsrA inhibitor | MLLE-PAM2 inh | TbMetRS inhib | E coli Lon inh | SKN-1 block | MT1-MMP act inh
Cc1cccc(C)c1NC(=O)C1c2ccccc2OCC(=O)N1CCCN1CCOCC1 (stereo not drawn) | 1 | 0 | -10 | -1.1 | / | -0.2 | -4 | -20 | 3
CCCN(CCC)C(=O)CC(c1ccc(F)cc1)c1ccco1 (stereo not drawn) | -1 | 0 | 2 | -0.3 | -6 | 0.1 | -4 | -11 | -12
CCOc1ccccc1N(CC)C(=O)c1cc2c(s1)-c1ccccc1S(=O)(=O)C2 | 1 | 3 | 23 | 2.5 | 12 | 0.1 | 3 | 8 | 5
S=C(Nc1ccc(Cl)cc1)Nc1ccc2c(c1)OCCO2 | -3 | -14 | 2 | -0.3 | 19 | -0.2 | -20 | 5 | 3
CN1CCN(C(=S)NC(=O)c2cccc(S(=O)(=O)N(C)C)c2)CC1 | -14 | 7 | -5 | 0.9 | 9 | -0.3 | 9 | -13 | 2
O=C(c1cc(S(=O)(=O)N2CCOCC2)ccc1Cl)N1CCN(c2ccccn2)CC1 | 0 | 1 | -6 | 0.3 | -8 | -0.2 | -8 | 3 | 5
N#C/C(=C\c1cccnc1)C(=O)Nc1cccc(Cl)c1 | -3 | -15 | 12 | -0.2 | -24 | 1.0 | -3 | 15 | -1
O=C(NCc1cccnc1)Nc1ccccc1C(F)(F)F | -2 | 4 | -4 | 1.4 | -14 | 0.7 | 3 | 8 | -1
CN1C(C(=O)NCc2ccccc2)CC2Cn3c(nc4cc5ccccc5cc43)C21 (stereo not drawn) | -5 | -14 | -6 | 0.2 | 10 | -0.5 | -10 | 7 | 9
Oc1ccc(-n2nnnc2SCc2ccccc2Br)cc1 | 0 | 12 | 2 | / | -4 | -0.4 | 3 | 6 | 0
CCCCCCCNC(=O)C1(CC2CC(c3cccc(Br)c3)=NO2)CCN(C(=O)c2ccccc2)CC1 (stereo not drawn) | 3 | -2 | 16 | 0.8 | -1 | -0.3 | 0 | 9 | 2
Cc1ccc(/C=N/Nc2ccc(C(=O)O)cc2)o1 | -18 | -18 | -4 | 3.8 | 16 | -1.6 | -9 | 4 | 2
CN1CCN(C(=S)Nc2ccc(S(N)(=O)=O)cc2)CC1 | -2 | 9 | 0 | -0.4 | 11 | 0.2 | -12 | 0 | 2
CC(=O)N1N=C(c2ccc(Br)cc2)OC12CCCC2 | -6 | 4 | 11 | -0.2 | 1 | -0.6 | 2 | -2 | -1
CC1(C)CC(=O)C(C(O)c2ccccc2)C(C)(C)N1 (stereo not drawn) | -1 | 0 | -2 | 0.2 | 6 | -0.6 | -2 | 10 | -8
Nc1cnc(CNc2ccccc2Cl)cn1 | -4 | 12 | -13 | -0.3 | -2 | -0.4 | -11 | 8 | -2
CC1CCc2c(sc(NC(=O)C(=O)NCc3ccco3)c2C#N)C1 (stereo not drawn) | -1 | -9 | 2 | 0.5 | -4 | -0.5 | -6 | -4 | -2
Cc1occc(=O)c1OCc1ccccc1 | -3 | -2 | -4 | 0.7 | -9 | 0.5 | 2 | 7 | -2
COc1cccc(S(=O)(=O)N(C)C[C@H]2OCc3cnnn3CCCC(=O)N([C@@H](C)CO)C[C@@H]2C)c1 | -2 | -5 | -8 | -0.1 | -9 | -0.9 | 2 | 3 | 0
CCOC(=O)C1(CC2CC2)CCN(Cc2ccc(C(=O)OC)cc2)CC1 | -3 | -22 | 2 | -0.4 | 6 | -0.6 | 6 | 7 | 2
CCN(CCc1ccccc1)c1ccc2c(c1)C1CC2CCN1Cc1ccccc1 (stereo not drawn) | 1 | -5 | 19 | -0.3 | 8 | -0.9 | -3 | 24 | -3
CC(C)OCCCNc1nc(-c2ccccc2)nc2ccccc12 | -1 | -7 | 14 | 0.5 | 1 | -0.4 | -13 | -1 | 3
Cc1ccc(C(=O)NC(=O)CSc2nnc(C)s2)cc1 | -2 | -4 | -3 | -0.9 | 0 | 0.2 | -9 | -2 | -3
O=C(COc1ccc(Oc2ccccc2)cc1)NC1CCS(=O)(=O)C1 (stereo not drawn) | 1 | -7 | -5 | -0.1 | -2 | -0.2 | -7 | 15 | -3
CC(=O)NC(C)c1cc(Cl)c2ccccc2c1O (stereo not drawn) | -2 | 5 | 0 | 0.1 | 6 | 0.1 | 0 | 11 | -7

Ordered by SMILES length (highest first): some entries from above
SMILES | MsrA act | CendR NRP1 mod | FAS TE block | MsrA inhibitor | MLLE-PAM2 inh | TbMetRS inhib | E coli Lon inh | SKN-1 block | MT1-MMP act inh
CN1C(C(=O)NCc2ccccc2)CC2Cn3c(nc4cc5ccccc5cc43)C21 (stereo not drawn) | -5 | -14 | -6 | 0.2 | 10 | -0.5 | -10 | 7 | 9
CCN(CCc1ccccc1)c1ccc2c(c1)C1CC2CCN1Cc1ccccc1 (stereo not drawn) | 1 | -5 | 19 | -0.3 | 8 | -0.9 | -3 | 24 | -3
CC(C)OCCCNc1nc(-c2ccccc2)nc2ccccc12 | -1 | -7 | 14 | 0.5 | 1 | -0.4 | -13 | -1 | 3

Next part:
SMILES | MsrA act | CendR NRP1 mod | FAS TE block | MsrA inhibitor | MLLE-PAM2 inh | TbMetRS inhib | E coli Lon inh | SKN-1 block | MT1-MMP act inh
CN(CC(=O)Nc1cccc(F)c1)C(=O)CCCc1cccs1 | -3 | 8 | -4 | 0.1 | -1 | 0.0 | -8 | 2 | -2
O=C(NC1CCCC1)c1sc(=S)n2c1[nH]c(=O)c1ccccc12 | -1 | -18 | 24 | -0.8 | 27 | -0.2 | -3 | -23 | 5
O=C(COC(=O)c1cccc(S(=O)(=O)N2CCOCC2)c1)NCc1ccc2c(c1)OCO2 | -3 | 2 | -4 | -1.1 | 2 | 0.0 | 1 | 4 | -2
CC(=O)CSc1nc(N(C)C)nc(N(C)C)n1 | -3 | -8 | 0 | 0.2 | 3 | -0.7 | 4 | 4 | -6
O=C(Nc1ccc(CN2CCS(=O)(=O)CC2)cc1)c1ccc(C(F)(F)F)cc1 | -4 | 1 | -1 | 1.5 | 9 | -0.4 | 2 | 9 | -2
COc1ccc(OC)c(COC(=O)c2cccc(S(=O)(=O)N3CCCCC3)c2)c1 | -10 | -14 | 27 | 0.8 | -14 | -0.2 | 2 | 1 | 4
COc1ccc(C2C(C(=O)Nc3cccc(C)n3)c3ccccc3C(=O)N2C)cc1OC (stereo not drawn) | -3 | 0 | -5 | 0.2 | -2 | 0.6 | -2 | 17 | 4
COc1ccc(/C=C/C(=O)N2CCN(c3ccccn3)CC2)cc1OC | -3 | -7 | -4 | 2.6 | -6 | 0.0 | -10 | -4 | 0
Cc1cc(C)cc(OCC(O)CN2CCC(CN3C(=O)c4cccc5cccc(c45)C3=O)CC2)c1 (stereo not drawn) | -3 | -5 | -17 | 1.0 | 5 | -0.4 | -3 | -3 | 0
COc1ccc(CN2C(=O)CSCC2(C)C(=O)Nc2c(C)cccc2C)cc1OC (stereo not drawn) | / | 8 | / | -1.0 | / | -0.2 | / | 8 | 0
Cc1cccc(NC(=O)CN2CCN(C(=O)c3ccc(OCc4cn5ccccc5n4)cc3)CC2)c1C | -2 | 6 | -4 | -0.5 | -2 | -0.4 | -5 | -6 | 3
O=C(COC(=O)/C=C/c1cccc(Cl)c1Cl)Nc1ccc2[nH]c(=O)[nH]c2c1 | -1 | -4 | 2 | 0.0 | -92 | -0.5 | -6 | 18 | 17
O=C1CCc2cc(NS(=O)(=O)c3ccccc3)cc3c2N1CCC3 | -9 | 18 | -6 | -0.4 | -10 | -0.5 | 9 | -5 | 7
O=C(N/N=C/C(Br)=C/c1ccccc1)c1cccnc1 | -4 | -6 | -4 | 3.2 | -25 | 0.4 | -2 | -1 | 3
O=C(CSCc1c(Cl)cccc1Cl)Nc1ccc2c(c1)OCCO2 | -8 | -5 | 27 | -0.7 | -7 | -0.9 | 1 | -3 | -7
COc1ccc(N2CCC(CNC(=S)Nc3ccc(C)cc3C)C2)cc1 (stereo not drawn) | 0 | -14 | -33 | 0.1 | -22 | -0.5 | -17 | -3 | 0
Cc1nnc(SCC(=O)N(C(C)C)C(C)C)[nH]c1=O | -7 | -1 | 2 | 2.1 | -2 | -0.6 | 2 | 3 | 1
N#Cc1ccc(S(=O)(=O)NCC(=O)OCC(=O)NCCc2ccccc2)cc1 | -2 | 12 | -2 | 0.8 | -5 | 0.3 | -2 | 2 | 0
C/C=C(\C)C(=O)NCCN1C2=NC[C@H](Cc3ccccc3)N2C[C@@H]1Cc1ccc(OC)cc1 | -2 | 16 | -12 | -0.1 | -5 | -0.1 | -4 | -2 | -3
C=CCn1nc2n(c1=O)-c1ccccc1SC2 | -2 | 3 | -4 | -0.1 | 1 | -0.7 | 3 | 8 | 1
O=C(COc1ccccc1)NC(=S)Nc1cccc(NC(=O)c2ccccc2Cl)c1 | -2 | 4 | 18 | 0.4 | 25 | -0.5 | 10 | 18 | 1
CCO[C@H]1OC(C(=O)NC2CC2)=C[C@@H](C2CC2)[C@@H]1CCCO | -2 | 11 | -8 | -0.7 | 5 | 0.1 | 2 | -2 | -3
COc1ccc(CNC(=O)C2Cc3cc(S(=O)(=O)N4CCCC4)ccc3N2C(C)=O)c(OC)c1 (stereo not drawn) | -3 | 9 | -2 | 0.3 | 2 | -0.4 | -6 | 4 | -2
O=C(Cn1nnc(-c2cccs2)n1)NNC(=O)c1ccccc1Cl | -3 | 5 | -3 | -1.7 | -14 | 0.0 | -1 | -1 | 0

Some of these compounds in order of their number in E coli Lon inh, highest first.
Molecule | MsrA act | CendR NRP1 mod | MsrA inhibitor | MLLE-PAM2 inh | TbMetRS inhib | E coli Lon inh | SKN-1 block | MT1-MMP act inh
C=CCn1nc2n(c1=O)-c1ccccc1SC2 | -2 | 3 | -0.1 | 1 | -0.7 | 3 | 8 | 1
O=C(COC(=O)c1cccc(S(=O)(=O)N2CCOCC2)c1)NCc1ccc2c(c1)OCO2 | -3 | 2 | -1.1 | 2 | 0.0 | 1 | 4 | -2
Cc1cc(C)cc(OCC(O)CN2CCC(CN3C(=O)c4cccc5cccc(c45)C3=O)CC2)c1 (stereo not drawn) | -3 | -5 | 1.0 | 5 | -0.4 | -3 | -3 | 0

Some of the entries so far, field by field:
> COc1ccc(N2CCC(CNC(=S)Nc3ccc(C)cc3C)C2)cc1 (stereo not drawn)
  MsrA act: 0 | CendR NRP1 mod: -14 | FAS TE block: -33 | MsrA inhibitor: 0.1 | MLLE-PAM2 inh: -22 | TbMetRS inhib: -0.5 | E coli Lon inh: -17 | SKN-1 block: -3 | MT1-MMP act inh: 0
> Cc1nnc(SCC(=O)N(C(C)C)C(C)C)[nH]c1=O
  MsrA act: -7 | CendR NRP1 mod: -1 | FAS TE block: 2 | MsrA inhibitor: 2.1 | MLLE-PAM2 inh: -2 | TbMetRS inhib: -0.6 | E coli Lon inh: 2 | SKN-1 block: 3 | MT1-MMP act inh: 1
